High-throughput results as filed in PubChem.
HT1080NT lethal: kills 2HG-producing HT-1080-NT fibrosarcoma cells | Potency, µM (titrated, usually from 46.1 µM), without a hit: top-dose activity, negative = less viability, hits mostly cytotoxic | HT-1080-NT fibrosarcoma viability, CellTiter-Glo ATP luminescence, 48 h | actives 1.6% (n = 360,000);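 note: NT is the 2HG producing partner of a matched IDH1 knockdown line; potency is the fitted concentration of half-maximal effect; 0% = DMSO-treated cells and -100% = media-only wells without cells; nearly all actives have a fitted effect of over 55% in size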
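Viability by CellTiter-Glo luminescence after 48 h compound exposure at 37C of HT-1080-NT cells (750/well, RPMI, 5% FBS). % activity scaled between DMSO wells and medium-only wells, then curve-fitted and categorized by curve class.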
GLP1R cytotox: cytotoxic in the GLP-1 receptor inverse agonist counter-screen; HEK293 cAMP-luciferase reporter cells, luminescence, 24 h; Potency, µM (series often up to 38.3 µM), inactives show at the highest dose activity change, negative = inhibition, actives largely listed as inhibitors; actives 0.13% (n = 410,000);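 note: loss of luciferase light is scored as toxicity; potency is the fitted concentration of half-maximal effect; % is set by controls: 0 for no effect and ±100 for the full control effect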
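Luminescence readout: signal drop marks cytotoxicity. Plated cells grew 12 h at 37 °C, 5% CO2, received 23 nL compound for 24 h, then got luciferase reagent, read after 12 min at RT.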
KB-V1 cytotox: kills drug-selected multidrug resistant KB-V1 cells; KB-V1 MDR cells viability, CellTiter-Glo, 72 h; Potency, µM (doses to about 46.1 µM), inactives show top-dose activity change, negative = cytotoxicity, usual class: cytotoxic; actives 3.4% (n = 400,000); note: potency is the fitted concentration of half-maximal effect; % is set by controls: 0 for no effect and ±100 for the full control effect; nearly all actives have a fitted effect of over 60% in size
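Compound-treated KB-V1 multidrug-resistant cells, 72 h, 37 degrees C; viability by CellTiter-Glo. Fitted qHTS curves give the values.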
IL1B secr inh: blocks inflammasome-driven IL-1 beta release; THP-1 LPS/ATP IL-1B secretion, AlphaLISA, 16 h; active compounds read low; activity change, % at 57.5 µM; actives 4.7% (n = 360,000); AID 743279; in the data active = activity change below about -50%; inconclusive = mostly about -30% to -49%; note: % is set by controls: 0 for no effect and ±100 for the full control effect
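Secreted IL-1B measured by AlphaLISA bead assay after 16 h compound exposure of THP-1 cells; compounds (final up to 57.5 uM) added 1 h before LPS (250 ng/mL) and ATP (1.25 mM) stimulation; lower signal means less secretion.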
SW480 rereplic: inducers of DNA re-replication in SW480 colon cancer cells | SW480 DNA re-replication, Hoechst DNA content imaging, 48 h | Potency, µM (series often up to 46.1 µM), inactives show top-dose re-replication activation, hits mostly activators | actives 1.8% (n = 340,000); note: potency is the fitted concentration of half-maximal effect; % of control where 0% means no effect; nearly all actives have a fitted effect of over 55% in size
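DNA re-replication was detected as more nuclei of elevated Hoechst intensity after 48 hr exposure to compound (23 nL pinned per well of 250 cells).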
HT1080 IDH1KD tx: kills HT-1080 cells with IDH1 knockdown. HT-1080 IDH1 knockdown viability, ATP luminescence, 48 h. Potency, µM (highest dose often 46.1 µM), inactives show at the highest dose activity, negative = toxicity, most hits filed as cytotoxic. actives 2% (n = 360,000). AID 686971;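 note: potency is the fitted concentration of half-maximal effect; 0% = DMSO wells and -100% = cell-free medium wells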
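In this qHTS, HT-1080 cells depleted of IDH1 are exposed for 48 h at 37 °C to compound titrations. Toxicity is scored from CellTiter-Glo luminescence, with DMSO as full viability and medium alone as none.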
MCF10A rereplic: induces DNA re-replication in MCF 10a normal breast cells; AID 624296; Potency, µM (series often up to 46.1 µM), for inactives: at the top dose activity, positive = re-replication, actives largely listed as activators; actives 2.9% (n = 350,000); MCF 10A DNA re-replication, Hoechst nuclear intensity, 48 h; note: potency is the fitted concentration of half-maximal effect; % of control where 0% means no effect; nearly all actives have a fitted effect of over 50% in size
KB-3-1 cytotox: kills parental KB-3-1 adenocarcinoma cells; KB-3-1 viability, CellTiter-Glo ATP luminescence, 72 h; Potency, µM (doses to about 46.1 µM), for the others: top-dose activity change, negative = cytotoxic, actives largely listed as cytotoxic; actives 1.4% (n = 400,000); AID 1347075; note: potency is the fitted concentration of half-maximal effect; % is set by controls: 0 for no effect and ±100 for the full control effect; nearly all actives have a fitted effect of over 60% in size
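KB-3-1 cells, DMEM (no phenol red) + 10% FBS; compound by pin transfer, 72 h, 37 °C. Readout: CellTiter-Glo luminescence after 10 min. Data normalized, curve-fitted.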
DRD3 agonist: D3 dopamine receptor (human) agonism | D3R DiscoveRx beta-arrestin cells, luminescence, 90 min | max activation, % | AID 652048 | actives 0.58% (n = 410,000) | P35462; in the data active = max activation above about 30%; note: 0% is about no effect; mostly tested at two doses, the higher about 12 µM
Target sequence (P35462 whole entry, looked up): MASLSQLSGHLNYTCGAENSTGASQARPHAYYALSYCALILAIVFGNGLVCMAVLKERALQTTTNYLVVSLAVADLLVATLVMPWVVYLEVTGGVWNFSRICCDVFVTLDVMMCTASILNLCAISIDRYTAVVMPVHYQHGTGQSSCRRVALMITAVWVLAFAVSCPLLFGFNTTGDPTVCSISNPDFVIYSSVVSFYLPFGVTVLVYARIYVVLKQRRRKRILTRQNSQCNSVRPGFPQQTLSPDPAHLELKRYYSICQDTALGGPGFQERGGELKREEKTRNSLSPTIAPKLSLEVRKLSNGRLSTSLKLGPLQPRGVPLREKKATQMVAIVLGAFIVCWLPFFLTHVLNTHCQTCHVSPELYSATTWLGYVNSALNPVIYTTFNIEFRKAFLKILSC
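Agonist-mode cell screen: cells plated at 1500/well and incubated overnight at 37 °C, then exposed to library compounds for 90 min at 37 °C. Detection reagent was added for 30–60 min at room temperature, and luminescence was read.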
Numbers without * were called inactive; ? = inconclusive; / = not tested or not shown; [ ] = another dose, or the depositor's remark. Unless noted, calls come from the whole dose curve; as a rule, active = well fitted curve in the direction sought with a large enough effect; inconclusive = small, poorly fitted or top-dose-only effect, or another doubt; inactive = no such curve, though single readings can be large; an effect the other way counts as inactive or inconclusive.

1. C[C@H](CO)N1C[C@H](C)[C@@H](CN(C)C(=O)Nc2ccc3c(c2)OCO3)Oc2c(NC(=O)Nc3ccc4c(c3)OCO4)cccc2C1=O
2. COc1ccc(S(=O)(=O)N2CCOC2CNC(=O)C(=O)NCc2cccnc2)cc1C (stereo not given)
3. COc1ccc(C2C3=C(CC(C)(C)CC3=O)Nc3c2c(=O)[nH]c(=O)n3Cc2ccccc2)cc1OC (stereo not given)
4. CCc1nc2ccc(C(=O)NCCOc3ccc(OC)cc3)cn2c1N(C)CCCc1ccccc1
5. O=C(CN1CCN(c2ccccn2)CC1)Nc1cc(C(F)(F)F)ccc1Cl
6. CCOC(=O)CCC(NC(=O)CC(=O)NC(CCC(=O)OCC)C(=O)OCC)C(=O)OCC (stereo not given)
7. CC(C)(C)NC(=O)NC(=O)COC(=O)C1CCN(S(=O)(=O)c2cccs2)CC1
8. O=C(Cn1ccc([N+](=O)[O-])n1)c1ccccc1

assay / compound	1	2	3	4	5	6	7	8
HT1080 IDH1KD tx	-8%	12%	?	-4%	3%[9.24 µM]	-1%	8%	9%
SW480 rereplic	-4%	-8%	-3%	/	0%	1%	-16%	1%
DRD3 agonist	17	6	6	-4	6	-3	5	8
KB-V1 cytotox	0%	9%	-1%	-21%	?	0%	17%	-2%
IL1B secr inh	-11	35	8	0	-13	0	29	-6
KB-3-1 cytotox	10%	9%	-18%	?	-20%	-9%	-14%	-3%
MCF10A rereplic	?	-5%	-4%	/	?	7%	2%	1%
HT1080NT lethal	0%	13%	3%[9.24 µM]	?	-12%	-8%	-2%	6%
GLP1R cytotox	-4%	-5%	256%[activator]	-19%	-11%	-1%	8%	0%

9. COc1ccc2oc(C(=O)OCC(=O)N3CCCCC3C)c(C)c2c1 (stereo not given)
10. Cc1ccc(S(=O)(=O)c2nnn3c2nc(NCCCN2CCCC2=O)c2ccccc23)cc1C
11. NC(=O)c1ccc(C(F)(F)F)n(Cc2ccc(Cl)cc2)c1=O
12. Cc1ccc(C(=O)N2N=C(c3ccc(NS(C)(=O)=O)cc3)CC2c2cccs2)cc1 (stereo not given)
13. CC1CN(c2nc3c(c(=O)[nH]c(=O)n3C)n2Cc2ccccc2F)CC(C)O1 (stereo not given)
14. CSc1nc(Nc2ccc(Cl)cc2)c(C#N)c(=O)[nH]1
15. Cn1nnnc1SCc1nnc(-c2ccccc2Br)o1
16. Cc1ccc(C)c(NC(=O)CCc2nc(-c3ccc(C(C)(C)C)cc3)no2)c1

assay / compound	9	10	11	12	13	14	15	16
HT1080 IDH1KD tx	-3%	?	?	-28%	-1%	-7%	4%	/
SW480 rereplic	-4%	1%	26%	-7%	-6%	-2%	1%	/
DRD3 agonist	-13	3	-6	-4	-4	3	12	-6
KB-V1 cytotox	21µM*	3%	-17%	-26%	18µM*	5.2µM*	1%	0%
IL1B secr inh	-23	-3	9	-29	22	17	2	/
KB-3-1 cytotox	2%	-6%	?	-25%	6%	5.2µM*	10%	0%
MCF10A rereplic	1%	?	?	-12%	0%	15%	-3%	/
HT1080NT lethal	2%	?	-28%	-28%	5%	-4%	5%	/
GLP1R cytotox	-5%	-9%	11%	-26%	-11%	-4%	-7%	-3%

Just SW480 rereplic, KB-V1 cytotox and DRD3 agonist, for some of the entries so far:
nr	smiles	SW480 rereplic	KB-V1 cytotox	DRD3 agonist
13	CC1CN(c2nc3c(c(=O)[nH]c(=O)n3C)n2Cc2ccccc2F)CC(C)O1 (stereo not given)	-6%	18µM*	-4
14	CSc1nc(Nc2ccc(Cl)cc2)c(C#N)c(=O)[nH]1	-2%	5.2µM*	3

More compounds:
17. Cc1cccc(C(=O)Nc2ncc(CN3CCOCC3)s2)c1
18. Cc1ccccc1NC(=O)c1nnn(-c2ccc3c(c2)OCCO3)c1N
19. O=C(Cn1c(=O)oc2cc(S(=O)(=O)NCc3ccccc3)ccc21)NCc1ccc(F)cc1
20. CCn1cc(CN2CCC(n3nccc3NC(=O)Cc3ccccc3)CC2)c(C)n1
21. O=C(Nc1ccc(Cl)c(C(F)(F)F)c1)C(Cc1ccccc1)NS(=O)(=O)c1cccc2nsnc12 (stereo not given)
22. COc1ccc(N2CCN(Cc3nc(Cc4cccc(F)c4)no3)C(C)C2)cc1 (stereo not given)
23. Nc1nc(NCc2ccco2)nc(N2CCCC2)c1[N+](=O)[O-]
24. COc1ccc(N(CC(=O)N/N=C/c2ccc(OC)cc2OC)S(=O)(=O)c2ccccc2)cc1

assay / compound	17	18	19	20	21	22	23	24
HT1080 IDH1KD tx	22%	0%	/	0%	/	4%	-4%	0%
SW480 rereplic	-5%	-4%	/	-18%	/	-1%	-55%[inhibitor]	2%
DRD3 agonist	-5	0	9	-8	2	8	-2	-7
KB-V1 cytotox	-26%	-32%	15%	/	-30%	0%	?	-12%
IL1B secr inh	-12	-65*	/	13	/	2	/	-15
KB-3-1 cytotox	9%	-21%	-7%	/	2%	0%	-16%	1%
MCF10A rereplic	0%	-17%	/	5%	/	-3%	0%	9%
HT1080NT lethal	2%	-21%	/	19%	/	2%	-8%	-6%
GLP1R cytotox	-18%	-8%	-4%	2%	-5%	-2%	0%	-1%

25. CCc1ccc(-c2nn(CC(=O)NC3CCCCC3)c3c2cnc2ccc(OC)cc23)cc1
26. CC(C)(C)OC(=O)N1CCC(c2nnc(SCc3cccc(Cl)c3)o2)CC1
27. COc1cc(C2CC(c3cccs3)=NN2C(=O)CCl)ccc1OC(F)F (stereo not given)
28. Cc1ccc(N2CCN(c3ccc(C)cc3)C2c2ccncc2)cc1
29. COCCNC(=O)C1(C)CCCN(Cc2cn(C)c3ccccc23)C1 (stereo not given)
30. Cc1ccc(NC(=O)Cc2coc3ccc(C(C)C)cc23)c(C)c1
31. CCCN1C(=O)S/C(=C\c2ccc(N3CCOCC3)o2)C1=O
32. Cc1ccc(C(=O)ON=C2CCN(S(=O)(=O)c3ccccc3)CC2)cc1

assay / compound	25	26	27	28	29	30	31	32
HT1080 IDH1KD tx	/	/	2.6µM*	19%	5%	/	?	5%
SW480 rereplic	/	/	25%	9%	/	/	3.7µM*	-3%
DRD3 agonist	6	-7	-12	6	-4	10	-20	-3
KB-V1 cytotox	4%	18µM*	15µM*	-8%	3%	-8%	?	15%
IL1B secr inh	/	/	-103*	?	18	/	-98*	11
KB-3-1 cytotox	-13%	-16%	?	5%	0%	-22%	?	12%
MCF10A rereplic	/	/	16µM*	-11%	/	/	16µM*	-1%
HT1080NT lethal	/	/	1.6µM*	15%	4%	/	?	0%
GLP1R cytotox	-6%	-1%	-1%	-4%	2%	2%	-13%	-10%

33. COc1ccc(CCN(C)Cc2ccc(C(=O)Nc3ccccc3)cc2)cc1OC
34. CN(C)C(=O)c1c(C(F)(F)F)nn(C)c1Cl
35. CNc1cnc(-c2cc(OC)c(OC)c(OC)c2)cn1
36. O=C(N/N=C/c1oc(O)c2ccccc12)c1ccccc1O
37. O=C(NNc1ccc([N+](=O)[O-])cc1)C12CC3CC(CC(C3)C1)C2
38. COCCCn1c(C)cc(C(=O)CN2c3cccc4cccc(c34)S2(=O)=O)c1C
39. COCc1nc(-c2ccc(-c3ccccc3)nc2OC)no1
40. COc1ccc(N2C(=O)CC3(CCCC3)CC2=O)cc1

assay / compound	33	34	35	36	37	38	39	40
HT1080 IDH1KD tx	-19%	9%	18%	-1%	-28%	-6%	5%	25%
SW480 rereplic	?	-21%	/	-19%	2%	67%	-2%	-4%
DRD3 agonist	-11	4	6	0	-13	2	2	-2
KB-V1 cytotox	0%	3%	6%	-14%	-19%	?	?	0%
IL1B secr inh	?	-1	?	0	-17	?	?	17
KB-3-1 cytotox	-3%	-16%	-2%	-2%	-11%	-6%	-1%	-1%
MCF10A rereplic	?	-2%	/	7%	-26%	21%	4%	0%
HT1080NT lethal	1%	17%	-2%	0%	?	-2%	18%	17%
GLP1R cytotox	2%	5%	1%	-11%	?	-9%	-1%	-2%

In the list so far, three contain two or more sulfur atoms.
7. CC(C)(C)NC(=O)NC(=O)COC(=O)C1CCN(S(=O)(=O)c2cccs2)CC1
12. Cc1ccc(C(=O)N2N=C(c3ccc(NS(C)(=O)=O)cc3)CC2c2cccs2)cc1 (stereo not given)
21. O=C(Nc1ccc(Cl)c(C(F)(F)F)c1)C(Cc1ccccc1)NS(=O)(=O)c1cccc2nsnc12 (stereo not given)

assay / compound	7	12	21
HT1080 IDH1KD tx	8%	-28%	/
SW480 rereplic	-16%	-7%	/
DRD3 agonist	5	-4	2
KB-V1 cytotox	17%	-26%	-30%
IL1B secr inh	29	-29	/
KB-3-1 cytotox	-14%	-25%	2%
MCF10A rereplic	2%	-12%	/
HT1080NT lethal	-2%	-28%	/
GLP1R cytotox	8%	-26%	-5%

New compounds follow:
41. CN(C1CCCCC1)S(=O)(=O)c1ccc2c(c1)c(=O)c(C(=O)N1CCc3ccccc3C1)cn2C
42. O=C(c1cc2ncc(Br)cn2n1)N1CCOCC1
43. Cc1ccc(NC(=O)CN2CCc3ccccc3C2)cc1S(=O)(=O)N1CCOCC1
44. CCCCCOc1ccc(C(=O)OCC(=O)Nc2cc(C)on2)cc1

assay / compound	41	42	43	44
HT1080 IDH1KD tx	-16%	-16%	1%	-4%
SW480 rereplic	-3%	-6%	8%	-6%
DRD3 agonist	-3	-12	2	-7
KB-V1 cytotox	3%	15%	8.2µM*	14%
IL1B secr inh	14	-4	15	6
KB-3-1 cytotox	-5%	1%	0%	-7%
MCF10A rereplic	15%	-4%	-5%	9%
HT1080NT lethal	15%	15%	1%	-3%
GLP1R cytotox	5%	-16%	-6%	11%
